Source: PubChem BioAssay
Keap1-Nrf2 PPI: inhibitors of human Keap1-Nrf2 protein-protein interaction; Keap1 Kelch-Nrf2 peptide fluorescence polarization, 1536-well; inhibition, % at 9.4 µM; 0.15% of 340,000 active; in the data active = inhibition above about 12%; inconclusive = no clear call, values can overlap the other calls; inactive = below about 7.3%;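 note: human Keap1 Kelch domain with fluorescein labeled Nrf2 9mer peptide probe; 0% = neutral control wells and 100% = peptide positive control; higher means more block of Keap1 binding to Nrf2 peptide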
RTF Ca sens inh: cardiac RTF calcium desensitization; 0.12% of 340,000 active; AID 493244; inhibition, % at 7.15 µM; P19429+P45379; IANBD-labeled cardiac RTF, Ca2+ fluorescence;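 active = inhibition above the mean inhibition of all tested compounds plus 3 SD, cut at about 17% in these data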;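 note: assay run at fixed EC70 calcium of 1.6 mM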
NSD2 HMT inh: NSD2 (human) methyltransferase inhibition; NSD2 peptide methylation, AlphaScreen, 120 min; O96028; 0.54% of 310,000 active; inhibition, % at 12.5 µM; in the data active = inhibition above about 50%
Target sequence (O96028 whole entry, looked up): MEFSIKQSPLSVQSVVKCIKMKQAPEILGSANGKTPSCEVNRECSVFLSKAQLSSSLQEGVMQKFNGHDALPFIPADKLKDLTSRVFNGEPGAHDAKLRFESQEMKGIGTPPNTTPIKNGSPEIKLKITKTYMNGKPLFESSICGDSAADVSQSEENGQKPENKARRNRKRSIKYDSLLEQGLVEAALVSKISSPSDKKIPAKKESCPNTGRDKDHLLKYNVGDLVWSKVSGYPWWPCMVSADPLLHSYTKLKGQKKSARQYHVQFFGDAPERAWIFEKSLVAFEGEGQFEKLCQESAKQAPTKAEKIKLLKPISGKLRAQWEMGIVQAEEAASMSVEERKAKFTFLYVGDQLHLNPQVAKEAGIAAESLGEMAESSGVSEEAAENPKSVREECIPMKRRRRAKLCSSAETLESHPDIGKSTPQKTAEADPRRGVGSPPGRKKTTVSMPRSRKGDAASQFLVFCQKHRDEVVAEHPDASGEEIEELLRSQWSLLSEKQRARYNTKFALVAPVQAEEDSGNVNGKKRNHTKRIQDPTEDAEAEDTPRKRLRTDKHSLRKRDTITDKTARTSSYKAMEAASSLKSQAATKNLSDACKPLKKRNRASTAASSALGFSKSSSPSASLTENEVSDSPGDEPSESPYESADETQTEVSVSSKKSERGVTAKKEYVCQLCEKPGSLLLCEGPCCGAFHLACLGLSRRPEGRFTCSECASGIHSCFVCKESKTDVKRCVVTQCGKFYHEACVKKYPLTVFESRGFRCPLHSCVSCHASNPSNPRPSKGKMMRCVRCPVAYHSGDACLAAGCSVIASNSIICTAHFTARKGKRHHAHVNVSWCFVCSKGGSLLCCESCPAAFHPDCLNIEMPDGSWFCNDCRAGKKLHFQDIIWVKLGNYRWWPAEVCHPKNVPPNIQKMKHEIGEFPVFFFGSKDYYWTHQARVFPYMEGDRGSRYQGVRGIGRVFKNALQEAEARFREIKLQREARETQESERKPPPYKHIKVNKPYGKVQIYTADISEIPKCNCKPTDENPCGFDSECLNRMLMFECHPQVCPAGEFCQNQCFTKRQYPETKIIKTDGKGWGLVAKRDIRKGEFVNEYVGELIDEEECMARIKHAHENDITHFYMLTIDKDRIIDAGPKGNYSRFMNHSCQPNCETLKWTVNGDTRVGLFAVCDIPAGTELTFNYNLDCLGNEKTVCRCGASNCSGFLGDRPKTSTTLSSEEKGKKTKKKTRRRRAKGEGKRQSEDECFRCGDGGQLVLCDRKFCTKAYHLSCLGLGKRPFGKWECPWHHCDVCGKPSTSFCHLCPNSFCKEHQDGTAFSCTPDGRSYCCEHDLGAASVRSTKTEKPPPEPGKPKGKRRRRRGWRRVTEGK
PfHsp90 yeast 2: reduces growth (ATP signal) of yeast expressing P. falciparum Hsp90; inhibition, % at 9.4 µM; 0.32% of 310,000 active; AID 504621; S. cerevisiae expressing PfHsp90, BacTiter-Glo ATP, 48 h; yeast lacking PDR1 and PDR3 efflux regulators;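 active = every replicate shows inhibition above about 80%, whatever the replicate mean, limit read from the data; inconclusive = mean inhibition reaches the set limit but some replicate falls short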;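 note: 0% = DMSO neutral controls and 100% = 20 µM radicicol positive controls; yeast relying on Plasmodium falciparum Hsp90 in place of its own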
dFosB act: mouse delta FosB homodimer activation | P13346 | purified delta FosB, TAMRA-CDK5 oligo fluorescence polarization; percent of positive-control signal above neutral wells | activation, % at 25 µM | 0.99% of 340,000 active | AID 493131;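 active = mean activation above about 17%, with every replicate also reaching it, limit read from the data, passing the limit was not always enough; inconclusive = only one of the two conditions met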;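 note: fluorescence polarization rise as delta FosB binds a TAMRA Cdk5 AP-1 oligo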
PvdQ inh: P. aeruginosa PvdQ acylase inhibition | inhibition, % at 10 µM | purified PvdQ acylase, fluorescence plate reader | 0.063% of 340,000 active; in the data active = inhibition above about 30%, passing the limit was not always enough; inconclusive = no clear call, values can overlap the other calls;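 note: 0% = vehicle neutral wells and 100% = reference inhibitor wells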
Rtt109 HAT inh: C. albicans Rtt109 histone acetyltransferase inhibition | inhibition, % at 34.9 µM | purified Rtt109/Vps75, ThioGlo CoA-SH fluorescence, 4 h | AID 540336 | 0.16% of 330,000 active;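 active = inhibition of at least 50% in every replicate; inconclusive = best replicate reaches 50% inhibition but some replicates fall short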
RTF Ca sens act: cardiac RTF calcium sensitization; IANBD-labeled TnC RTF fluorescence at EC20 calcium; 0% EC20 calcium, 100% full calcium; activation, % at 7.2 µM; 0.24% of 340,000 active;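 active = activation above the mean over all tested compounds plus 3 SD, cut at about 30% in these data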;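 note: rise in fluorescence read as greater calcium sensitivity of cardiac thin filaments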
C-LANA FP: inhibitors of KSHV LANA C-terminal domain DNA binding; MBP-C-LANA/FAM-LBS DNA binding, fluorescence polarization; inhibition, % at 9 µM; 0.078% of 340,000 active;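 active = highest replicate inhibition at or above 60% at 9 µM, even if other replicates fall short; inactive = all replicates below 60% inhibition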;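 note: 0% = neutral control wells and 100% = 4 µM acridine orange control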
Mot1-301 SUMO: SUMOylation pathway inhibition by Mot1-301 growth rescue | AID 2716 | 1% of 320,000 active | growth rescue, % at 18.8 µM | S. cerevisiae Mot1-301 growth rescue, ATP luminescence, 38.5C; percent above DMSO median, 100 means doubled;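 active = every valid replicate shows activation above 250% relative to neutral control wells; inactive = the rest, any valid replicate at or below 250%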;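 note: OY570 slx delta 5 strain wells were the positive control but not used for scaling; some compounds called inactive have numbers as strong as hits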
CDK5 p35 inh: CDK5/p35 (human) kinase inhibition; Recombinant CDK5/p35, ADP-Glo luminescence, 60 min; Q00535+Q15078; AID 488839; 0.01% of 330,000 active; inhibition, % at 10 µM;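 active = highest replicate inhibition of at least 50% and at least 75% of replicates reaching 50%; inconclusive = only one of the two criteria met; inactive = both criteria failed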;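 note: plate controls were DMSO neutral control for no effect and GW8510 at 10 µM for full effect; many of its hits are not listed in these tables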
* hit, by the source's call; ? = inconclusive; nt = not tested or not shown. A portion of the library; the hit share may differ from the screen's.

Compound | Keap1-Nrf2 PPI | RTF Ca sens inh | NSD2 HMT inh | PfHsp90 yeast 2 | dFosB act | PvdQ inh | Rtt109 HAT inh | RTF Ca sens act | C-LANA FP | Mot1-301 SUMO | CDK5 p35 inh
CCN(CC)c1ccc(/C=C2/C(=O)NC(=O)N(CC3CCCO3)C2=O)cc1 (stereo unspecified) | -19 | -16 | 1 | -19 | 10 | -5 | 3 | 16 | 7.4 | 81 | -0.2
CCN(CC)CCCN=Cc1c(O)n(-c2cccc(C)c2C)c(=O)[nH]c1=O | -2 | -7 | 20 | 12 | -5 | -9 | 1 | 4 | -0.5 | -13 | -2.2
O=C(O)c1nn(Cc2ccc(Cl)cc2Cl)c2ccccc12 | -5 | -2 | nt | -5 | -5 | -14 | 5 | 8 | 0.1 | -9 | -1.5
CC1=CC2/C=C(\C)CCC(O)C(O)/C=C/C(=O)C23C(=O)NC(CC(C)C)C3C1C (stereo unspecified) | -38 | 0 | nt | -39 | -12 | -8 | 3 | 5 | 0.8 | 194 | -0.8
COC(=O)c1c(C)n(Cc2ccccc2)c2ccc(O)cc12 | -4 | -11 | 6 | 7 | -11 | -13 | 8 | -1 | 1.0 | 4 | -0.7
CN(C)c1ccc(C=C2C(=O)NC(=O)NC2=O)cc1 | -4 | 2 | 2 | -4 | -7 | -3 | 0 | -4 | 0.4 | nt | -2.1
COc1ccc(NC(=O)CN2CC=C(c3ccccc3)CC2)cc1S(=O)(=O)N1CCOCC1 | -1 | 0 | -1 | 9 | 2 | 3 | -22 | -5 | -1.4 | 7 | 0.8
COc1cccc(C(=O)C2CCCN(Cc3ccccn3)C2)c1 (stereo unspecified) | -3 | 3 | -1 | -14 | -8 | 4 | 14 | 2 | -0.3 | 30 | 0.1
Cn1c(O)c(C=NCCCN2CCCC2=O)c(=O)n(C)c1=O | 3 | -8 | nt | 6 | 0 | -2 | -3 | -6 | 1.1 | 2 | 4.6
CCCCn1c(O)c(C(C)=NCc2cccnc2)c(=O)[nH]c1=O | -7 | -5 | 18 | -22 | -6 | -16 | -1 | 6 | 0.0 | -8 | 0.4
Cn1cc(C(O)CN2CCCCC2)c2ccccc21 (stereo unspecified) | 3 | -1 | 0 | 7 | 7 | -14 | -5 | 0 | 0.4 | -17 | -0.5
Cc1cc(/C=C2\C(=O)NC(=O)N(c3cccc(F)c3)C2=O)c(C)n1-c1cc(C(=O)O)cc(C(=O)O)c1 | -6 | 9 | 81* | -1 | -15 | 0 | -4 | 1 | 7.7 | -17 | -5.0
C[C@@]1([C@@H](NP(=O)(c2ccccc2)c2ccccc2)c2ccccc2)C[C@H]1CCO | -4 | 4 | nt | -13 | 0 | -4 | -10 | -4 | 0.4 | 29 | 0.1
COC(=O)C1=C(c2ccc(F)cc2F)C[C@@H]2CC[C@H]1N2C(=O)NC1CC1 | -1 | 0 | nt | 3 | 0 | 2 | 3 | -2 | -0.7 | 12 | 0.9
CCCCCn1c(=O)c(C(=O)Nc2ccccc2)c(O)c2ccccc21 | -5 | -9 | nt | 16 | 3 | -11 | 2 | -2 | 0.5 | 3 | 0.2
O=Cc1cn(Cc2ccc(F)cc2)c2ccccc12 | -1 | 12 | 1 | -33 | -7 | -16 | 3 | -6 | 1.8 | 328 | 2.6
O=Cc1cn(Cc2c(F)cccc2Cl)c2ccccc12 | 7 | -16 | -2 | -17 | -13 | -11 | 5 | -3 | 0.4 | 7 | 0.0
COc1ccccc1N1CCN(Cc2ccc3c(c2)OCO3)CC1 | 1 | -4 | 8 | 0 | 2 | 9 | 3 | 11 | -2.0 | 17 | -1.4
COc1ccc(/C=C2/C(=O)N(Cc3ccco3)C(=O)N(C(C)C)C2=O)cc1 | -30 | -12 | nt | -7 | -13 | -14 | 2 | -6 | 24 | 40 | -12
c1ccc(C2N3CCCN23)cc1 (stereo unspecified) | -1 | -2 | 17 | -35 | 0 | -11 | -9 | 6 | 0.9 | 2 | 0.6
COc1ccc(CCNCC2CCCO2)cc1 (stereo unspecified) | -3 | -3 | 21 | -17 | 6 | -9 | 3 | 3 | -2.0 | -12 | 1.3
CCC(=NC1CC1)c1c(O)n(C2CCCCC2)c(=O)[nH]c1=O | 4 | -3 | nt | 1 | -3 | 1 | 4 | -2 | -1.1 | -14 | -0.4
C=Cn1ccnc1P(=S)(c1ccc(N(C)C)cc1)c1nccn1C=C | -1 | -7 | 2 | 10 | 4 | -4 | -9 | -1 | 0.5 | -7 | -0.2
COc1ccc(O)c(CN2CCCC(C(=O)c3ccccc3SC)C2)c1 (stereo unspecified) | 3 | 6 | 5 | 22 | -5 | -6 | -5 | -5 | 0.8 | 153 | 0.8
Cc1ncc([N+](=O)[O-])n1CCOc1nonc1N | -3 | -9 | -2 | 6 | -1 | -9 | -1 | 2 | -0.8 | 43 | 0.6

Going on with the list.
Compound | Keap1-Nrf2 PPI | RTF Ca sens inh | NSD2 HMT inh | PfHsp90 yeast 2 | dFosB act | PvdQ inh | Rtt109 HAT inh | RTF Ca sens act | C-LANA FP | Mot1-301 SUMO | CDK5 p35 inh
COc1cc2c(cc1OC)[C@@H]1C(=O)c3ccc4c(c3O[C@@H]1CO2)C[C@H](C(C)C)O4 | -4 | -1 | 46 | 0 | -2 | -8 | 10 | -4 | -0.1 | 9 | 0.1
CC(C)=CCC12CN3CCN(CC(C3)C1=O)C2 | -2 | -9 | 1 | -10 | -3 | -8 | 4 | -3 | -0.2 | -3 | 0.6
CCC1=CCN(CCc2c(C)[nH]c3ccccc23)CC1 | -4 | 1 | nt | 7 | -1 | 1 | -4 | 2 | -0.2 | 1 | 0.9
O=C(COC(=O)Cc1ccccc1)NC12CC3CC(CC(C3)C1)C2 | -5 | -2 | -2 | 8 | -2 | 8 | 8 | -6 | -0.4 | 46 | -2.5
N#CCCn1cc(C(=O)Nc2ccc(F)cc2)c(-c2ccccc2)n1 | -4 | 4 | -3 | -1 | -1 | 3 | 1 | -6 | 1.4 | 853 | -0.6
Cc1ccccc1-n1c(C)nc2ccccc2c1=O | 1 | -4 | -8 | -20 | 1 | -8 | -2 | 0 | -0.3 | 317 | 0.8
O=C(O)CCn1cc(C=C2C(=O)NC(=S)NC2=O)c(-c2cccc(Br)c2)n1 | 3 | 3 | 11 | 28 | -4 | -11 | 0 | 1 | 0.9 | -11 | -2.4
C=CCN1C(=O)C2(C(C(=O)OCC)=C(N)Oc3c2c(=O)oc2ccccc32)c2ccccc21 (stereo unspecified) | 1 | 6 | 1 | nt | -9 | 5 | 13 | 7 | 0.2 | 183 | -0.8
O=C(NN=Cc1ccc(N(CCCl)CCCl)cc1)C(=O)c1c[nH]c2ccccc12 | 0 | -6 | 1 | -48 | -4 | 0 | -9 | -2 | 2.7 | nt | -0.8
CCCCCCCCCCCCCCCC[N+](C)(C)C | 4 | 4 | nt | 109* | ? | 0 | 13 | -2 | -2.2 | 240 | 1.7
CCCS(=O)(=O)N1CCCC(C(=O)N2CCC3(CC2)OCCO3)C1 (stereo unspecified) | -1 | 0 | -3 | 35 | -2 | 1 | 1 | -1 | -1.3 | -14 | -0.1
FC(F)(F)c1ccccc1NC1=NCCCS1 | -2 | 4 | 26 | 10 | -6 | -10 | 9 | 2 | 1.5 | 0 | -0.4
Cn1cc[n+](C)c1P(=S)(c1ccccc1)c1ccccc1 | 3 | 3 | -1 | 5 | -5 | 5 | nt | 2 | 0.3 | 113 | -0.8
NS(=O)(=O)c1ccc(N=Cc2c(O)n(-c3ccccc3)c(=O)[nH]c2=O)cc1 | -15 | nt | 1 | -1 | -4 | 4 | 3 | nt | -4.3 | 5 | -0.5
O=C(Nc1ccc2c(c1)OCO2)c1cn(Cc2ccc(F)cc2)nn1 | -1 | -10 | 5 | 4 | -3 | -17 | 3 | 2 | -0.4 | 12 | 0.4
COc1ccc2ccc(O)c(CN3CC=C(c4ccccc4)CC3)c2c1 | 1 | -1 | -2 | 1 | 3 | -12 | 5 | -3 | 0.3 | 41 | 1.1
CC(C)c1oc(=O)cc2c1[C@@H](O)[C@H]1OC(=O)[C@@]3(C)CC[C@@H](O)[C@@]2(C)C13 (stereo partly specified) | 2 | -9 | nt | -1 | -2 | 4 | 2 | 0 | 2.3 | -27 | 1.0
CC(=O)N(C1=NCCCS1)c1ccc(F)cc1 | 2 | 5 | 0 | nt | 1 | -1 | 0 | -3 | -0.8 | 8 | 2.5
CCCn1cc(C(=O)O)cn1 | -2 | -4 | -3 | 8 | -5 | 12 | -20 | 3 | -0.5 | -14 | -0.6
CCn1c(C)c(C(=O)NCCc2ccccc2)c2cc(OC)ccc21 | -8 | -7 | -1 | 0 | -5 | -17 | 0 | 10 | -1.1 | 5 | -0.8
CCC1(c2cccc(O)c2)CCCCN(C)C1 (stereo unspecified) | -2 | 4 | nt | -2 | 7 | -3 | 8 | -6 | 2.1 | -4 | 0.1
CCOC(=O)c1c(N)n(CCN2CCOCC2)c2nc3ccccc3nc12 | -5 | 3 | 7 | 41 | -6 | -11 | -4 | 4 | 1.4 | 7 | -0.7
CC(=O)Nc1ccc(C(=O)OCC(=O)Nc2ccc(Cl)cc2C(=O)c2ccccc2)cc1 | -3 | -7 | -1 | -61 | 3 | -14 | 9 | 3 | 0.0 | -5 | -0.5
CC(=O)O[C@H]1CCC2C3CCC4=CC(=O)CCC4=C3C=C[C@@]21C (stereo partly specified) | -5 | -4 | 1 | -23 | -7 | -12 | -4 | 0 | 1.4 | -12 | 0.7
C[C@@H]1O[C@@H](O[C@@H]2C=C3CCC4C(CC[C@]5(C)[C@@H](c6ccc(=O)oc6)CC[C@]45O)[C@@]3(C)CC2)[C@H](O)[C@H](O)[C@H]1O (stereo partly specified) | -1 | 8 | nt | 7 | -3 | 7 | 0 | -8 | 0.5 | 168 | -0.1

Other results:
Compound | Keap1-Nrf2 PPI | RTF Ca sens inh | NSD2 HMT inh | PfHsp90 yeast 2 | dFosB act | PvdQ inh | Rtt109 HAT inh | RTF Ca sens act | C-LANA FP | Mot1-301 SUMO | CDK5 p35 inh
Nc1c(C(=O)NCCN2CCOCC2)c2nc3ccccc3nc2n1Cc1ccco1 | 2 | -10 | 5 | 6 | 4 | 1 | -8 | 6 | -0.2 | 12 | -0.5
Cc1ccc(N)c(C)c1 | 3 | 2 | nt | 23 | 3 | -2 | 5 | -4 | 0.7 | 134 | -0.1
Cc1ccc(C2SCC(=O)Nc3c2c(=O)[nH]n3C2CCOC(C)(C)C2)cc1 (stereo unspecified) | -1 | -3 | 3 | 2 | -4 | -4 | 0 | -2 | -2.3 | 3 | -0.1
CC(C)(C)NC(=O)CN1CCCN(C(=O)COc2ccc(Cl)c3ccccc23)CC1 | 0 | -10 | 45 | nt | -14 | -11 | 5 | -2 | -0.1 | -5 | 0.0
COc1ccc2c3c1OC1[C@H](O)CCC4[C@@H](C2)N(C)CC[C@]314 (stereo partly specified) | 3 | -16 | nt | nt | -5 | -7 | -7 | -4 | 1.4 | nt | -0.4
